# CaV13 FRET inh = Disruptors of the CACNA1D IQ motif to Ca2+-dependent inactivation inhibitor domain association, primary screening, Förster resonance energy transfer in intact living … | HEK cells, CFP/YFP FRET ICDI-IQ, plate reader, 10 min; percent FRET-ratio fall versus neutral wells | hit rate 0.098% among 340,000 | AID 743397 | inhibition, % at 12.3 µM;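 active = mean replicate inhibition of at least 30% and at least 1% of replicates passing that level; inconclusive = only one of the two criteria is met; inactive = neither criterion is met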;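 note: 0% = median of the neutral control wells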
# TRPM1 prom inh = inhibitors of MITF-dependent TRPM1 promoter reporter, primary screen, cell-based, SK-MEL-5, single point, luciferase; AID 488899, 2010; SK-MEL-5 TRPM1 promoter luciferase, 24 h; inhibition, % at 12.5 µM; hit rate 0.83% among 330,000;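 active = mean inhibition across replicates of 60% or more, whatever share of single replicates reaches that level; inconclusive = some that reach 60%, reason not given; inactive = mean inhibition across replicates below 60%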; note: values of inactives mirror those of a sister screen read the other way
# PDI turbidity = inhibitors of human PDI, primary screen, biochemical, turbidity, single point, plate reader; hit rate 0.052% among 350,000; PDI insulin aggregation turbidity, A650, 90 min; Protein disulfide-isomerase (Homo sapiens), P07237; inhibition, % at 10 µM;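 active = mean inhibition across replicates of 30% or more, whatever share of single replicates reach that level; inconclusive = mean inhibition below 30% while every single replicate reaches 30%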;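 note: absorbance from insulin aggregation driven by PDI reduction with DTT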
# Target sequence (P07237 whole entry, looked up): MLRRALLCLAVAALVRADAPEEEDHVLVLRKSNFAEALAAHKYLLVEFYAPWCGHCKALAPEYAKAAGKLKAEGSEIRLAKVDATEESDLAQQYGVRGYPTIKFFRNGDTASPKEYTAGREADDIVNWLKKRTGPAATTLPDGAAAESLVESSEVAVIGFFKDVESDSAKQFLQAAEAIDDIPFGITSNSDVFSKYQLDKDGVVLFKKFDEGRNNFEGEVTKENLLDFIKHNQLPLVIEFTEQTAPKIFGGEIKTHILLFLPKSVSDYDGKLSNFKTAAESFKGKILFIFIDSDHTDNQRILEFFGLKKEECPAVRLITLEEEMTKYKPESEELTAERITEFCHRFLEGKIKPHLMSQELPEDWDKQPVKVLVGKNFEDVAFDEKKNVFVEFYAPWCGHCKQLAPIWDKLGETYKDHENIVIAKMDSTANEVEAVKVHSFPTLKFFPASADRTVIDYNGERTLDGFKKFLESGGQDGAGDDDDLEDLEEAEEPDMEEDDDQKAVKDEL
# KKLEB cytotox = cytotoxicity in KKLEB CF airway cells, primary screen, cytotoxicity control for CF NF-kB inhibitor project, cell-based, uHTS, fluorescence assay plates; KKLEB CF airway cells viability, ATPlite luminescence, overnight; hits give low values; cells stimulated with P. aeruginosa culture filtrate; activity change (cytotoxicity), % at 5 µM; hit rate 0.36% among 360,000; AID 602141, 2011;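 active = corrected activity change at or below -50% at 5 µM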
# Peg3 prom inh = Peg3 promoter-driven luciferase inhibitors, primary screen, cell-based, HeLa, luciferase luminescence | inhibition, % at 20 µM | HeLa PEG-Prom luciferase reporter, overnight | hit rate 1.7% among 360,000;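 active = inhibition of at least 50% at 20 µM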
# HIF-2a block = HIF-2a reporter inhibitors, primary screen, luminescence, 786-0 RCC cells | 786-0 RCC cells HIF-2a reporter, luciferase luminescence, overnight | inhibition, % at 18.8 µM | hit rate 0.72% among 360,000 | AID 624352, 2012;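 active = inhibition of the luminescence signal of 40% or more relative to plate controls, in a single-dose primary screen at 18.75 µM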
# Vif inh = HIV Vif self-association inhibitors, primary screen, imaging, HEK293T, single point; HEK293T cells, Vif self-association by quenched fluorescence, 24 h; inhibition, % at 7.49 µM; hit rate 0.35% among 340,000; AID 602346, 2012; in the data active = inhibition above about 50%, passing the limit was not always enough; inconclusive = no clear call, values can overlap the other calls; inactive = below about 31%; note: some results filed as inactive read as strong as hits
# Shn3 inh set2 = reduction of Shn3 3'UTR firefly luciferase signal, primary screen, Schnurri-3 inhibitor project, cell-based, Clone20 osteoblasts, set 2 | Clone20 osteoblast Shn3 3'UTR firefly luciferase, 24 h | inhibition, % at 12.5 µM | hit rate 0.52% among 360,000 | AID 588674, 2011;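 active = mean inhibition of at least 75% with every replicate also reaching 75%; inconclusive = mean inhibition at least 75% but some replicate below; inactive = mean inhibition below 75%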;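 note: 0% = median of neutral control wells and 100% = pilot-screen positive control compound; some compounds past the cut are filed as inactive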
# NR2E3 ag-1 = NR2E3 agonists in two-hybrid cells, primary screen, cell-based, luminescence, CHO-S, Gal4-NCOR/VP16-NR2E3; Photoreceptor-specific nuclear receptor (Homo sapiens), Q9Y5X4; luciferase; hit rate 0.35% among 360,000; AID 602229, 2012; inhibition of corepressor binding, % at 3.98 µM;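 active = inhibition above the mean of all tested compounds plus 3 SD, cut at about 70% in these data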;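 note: 0% = DMSO with NR2E3 transfected cells and 100% = cells lacking NR2E3 construct; higher means lower luciferase signal from less NR2E3 corepressor binding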
# Target sequence (Q9Y5X4 whole entry, looked up, the tested form may be a part): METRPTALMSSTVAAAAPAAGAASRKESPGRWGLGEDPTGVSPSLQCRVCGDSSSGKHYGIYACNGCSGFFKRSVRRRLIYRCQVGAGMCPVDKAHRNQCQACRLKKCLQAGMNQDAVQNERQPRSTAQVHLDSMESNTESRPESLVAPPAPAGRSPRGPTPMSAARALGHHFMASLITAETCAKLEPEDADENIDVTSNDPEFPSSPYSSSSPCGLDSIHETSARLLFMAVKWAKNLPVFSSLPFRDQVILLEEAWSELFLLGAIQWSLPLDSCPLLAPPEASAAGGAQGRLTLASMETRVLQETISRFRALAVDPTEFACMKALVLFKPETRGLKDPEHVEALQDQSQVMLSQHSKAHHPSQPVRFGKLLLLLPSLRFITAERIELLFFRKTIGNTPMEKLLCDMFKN
# NR2E3 ag-2 = inhibitors of NR2E3-RetCOR corepressor binding, primary screen, NR2E3 agonist project, biochemical, TR-FRET, GST-NR2E3, biotin-RetCOR. hit rate 0.12% among 320,000. 1536-well. AID 2300, 2010. inhibition of corepressor binding, % at 4.78 µM;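 active = percent inhibition above the cutoff of mean plus 3 SD of all tested compounds, set per screening campaign, cut at about 20% in these data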;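 note: 0% = DMSO wells and 100% = biotin wells as full block of FRET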
#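 Material: NR2E3–RetCOR corepressor complex | Quantity: 1.35 nM GST-tagged NR2E3 final | Schedule: 5 h at 4 °C | Replication: Singlicate compound wells | Reagent: RetCOR corepressor, biotinylated, 7 nM | Controls: Biotin wells as high control, 0.6% DMSO wells as low control | Signal: TR-FRET, Eu(K)-anti-GST donor, streptavidin-D2 acceptor, ex 340, em 617/671 nm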
# CF NFkB inh = inhibitors of PAF-induced NF-kB signaling, primary screen, cell-based, GFP fluorescence, uHTS | KKLEB NF-kB-GFP reporter, GFP fluorescence overnight | inhibition, % at 5 µM | hit rate 0.86% among 360,000 | AID 588850, 2011;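 active = at least 50% inhibition at 5 µM, scaled per plate between neutral and stimulator controls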;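 note: PAF is a Pseudomonas aeruginosa culture filtrate used as stimulus; plate controls were PAF-stimulated DMSO wells for no effect and unstimulated DMSO wells for full effect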
# Starred values were filed as active, the others as inactive; ? = inconclusive; / = not tested or not shown.
# Results follow in this order: CaV13 FRET inh	TRPM1 prom inh	PDI turbidity	KKLEB cytotox	Peg3 prom inh	HIF-2a block	Vif inh	Shn3 inh set2	NR2E3 ag-1	NR2E3 ag-2	CF NFkB inh
1: O=[N+]([O-])c1cncc([N+](=O)[O-])c1Nc1cccc(O)c1
→ -3	18	12	1	9	15	30	5	12	7	12
2: CC1CCCCC1NC(=O)COc1ccc(-n2cnnn2)cc1 (stereo not drawn)
→ /	5	0	-2	-4	17	8	8	24	-1	12
3: O=C(c1cc(=O)[nH]c2ccccc12)N1CCN(c2ccccc2)CC1
→ -12	-4	-8	1	13	19	-3	10	10	-1	-6
4: O=C(Cc1ccccc1)NN=Cc1ccccc1
→ -6	-17	-4	2	-35	-78	3	-18	-27	/	-16
5: Cc1nc(N2CCN(C)CC2)[nH]c(=O)c1Cc1cccc2ccccc12
→ -6	16	-9	5	3	-5	-12	-1	3	-1	3
6: COc1ccc(CCNC(=O)c2cc(S(=O)(=O)N(C)C)ccc2N2CCCC2)cc1
→ -3	-2	?	5	1	3	9	-10	-4	1	-9
7: CCC(=O)c1ccc(N2CCN(C(=O)c3cccc(F)c3)CC2)c(F)c1
→ -5	12	-6	-2	-14	24	-2	7	0	-2	-8
8: O=c1c2[nH]c3cccc(Cl)c3c2ncn1Cc1ccncc1
→ 0	-1	2	-13	9	-3	8	8	3	-1	15
9: CCN(CC)C(=O)CSc1nsc(SCC(=O)N(CC)CC)c1C#N
→ /	8	-2	-6	19	7	-9	-1	2	-2	2
10: CCOCCCn1c(=S)[nH]c2cc(C(=O)N3CCOCC3)ccc2c1=O
→ -3	2	-9	14	15	10	7	2	8	0	-20
11: COCC(C)n1c(C)cc(C(=O)COC(=O)CN=C2NS(=O)(=O)c3ccccc32)c1C (stereo not drawn)
→ -3	5	-3	14	0	11	-11	0	-1	-3	-18
12: O=C(NCc1cccs1)C1CC(=O)N(C2CCCC2)C1 (stereo not drawn)
→ /	6	2	4	7	-14	-5	-8	-9	-1	5
13: CC(=O)Nc1ccc2nc(-c3ccccc3)cn2c1
→ -4	-6	5	-10	-169	-107	-4	-17	-111	6	-18
14: CC1CCN(CC(C)CNC(=O)c2cc(-c3ccccn3)nc3ccccc23)CC1 (stereo not drawn)
→ -8	-7	-5	17	22	-10	/	23	-11	0	-3
15: CC(=O)N1CCOc2ccc(S(=O)(=O)N3CCC(C(=O)Nc4ccc(F)cc4)CC3)cc21
→ -3	-5	-5	9	12	15	-6	19	9	-2	-9
16: O=C(COc1ccc(Cl)cc1Br)Nc1cccc(S(=O)(=O)N2CCCC2)c1
→ -3	/	-2	-1	-98	-140	-3	-24	-25	1	3
17: O=S(=O)(NCc1ccccc1)c1cccc2nonc12
→ -7	1	-10	5	10	5	3	1	6	2	8
18: COc1cc(OC)cc(C(=O)NCc2n[nH]c(=S)n2-c2ccccc2OC)c1
→ -9	3	-1	-1	2	-5	/	3	-12	0	7
19: CCc1nnc(NS(=O)(=O)c2ccc(N=Cc3c(C)[nH]n(-c4cccc(Cl)c4)c3=O)cc2)s1
→ -5	4	-17	-17	-8	-11	-14	-7	-33	6	10
20: CCCC(N)CCCCCC(=O)O (stereo not drawn)
→ -5	-8	-2	-2	3	35	12	-17	-16	/	10
21: Cc1cc(OCC(=O)Nc2ccc3oc(=O)ccc3c2)ccc1Cl
→ -3	-9	-8	-17	36	-6	23	-17	-7	3	-8
22: S=C(NCC1CCCO1)Nc1ccccc1Cl (stereo not drawn)
→ -3	-11	-20	-2	-2	-1	-4	-27	-20	-1	-6
23: CC1(C)Oc2ccc3ccc(=O)oc3c2-c2cn[nH]c21
→ /	-11	-10	-10	-36	-21	25	-7	-3	1	2
24: OCCOCCn1c(C(CO)Nc2nc(-c3cccc(Br)c3)cs2)nc2ccccc21 (stereo not drawn)
→ -8	-11	-4	-1	11	1	4	12	-11	-3	-1
25: CC1(NC(=O)c2cccc(S(=O)(=O)N3CCN(c4ccccc4)CC3)c2)CCS(=O)(=O)C1 (stereo not drawn)
→ -2	-6	-2	4	-3	-20	2	-3	-15	-2	26
26: Fc1ccc(/C=N/Nc2ccccn2)cc1
→ -3	-26	0	-8	-200	-233	-2	-56	-39	1	0
27: COc1ccc(NC(=O)C(=O)NCC(=O)Nc2cc(OC)ccc2OC)cc1
→ -6	5	4	-11	11	9	2	-1	-23	1	12
28: CC(O)c1cccc(NC(=O)CC(c2ccccc2)c2ccccc2)c1 (stereo not drawn)
→ -6	16	-1	0	2	9	-6	0	8	-1	-17
29: Cc1ccc(-c2nnn(CC(=O)N(CC(=O)NCc3ccccc3)c3cccc(C)c3C)n2)o1
→ -6	-5	1	10	7	-2	4	14	-22	1	-2
30: CCOC(=O)c1oc2ccccc2c1CSc1nnnn1-c1ccc(OC)cc1
→ -7	11	5	6	8	19	-7	9	14	1	-2
31: COc1cccc(C(=O)NCCS(=O)(=O)N2CC(C)CC(C)C2)c1 (stereo not drawn)
→ -5	7	1	-12	7	0	3	0	14	3	18
32: CCCc1c(NC(=O)Nc2ccc(Cl)cc2Cl)cnn1-c1ccccc1
→ -16	-18	-4	1	-49	-102	-12	24	-19	-2	-28
33: O=C(COc1ccc(Cl)cc1)Nc1ccc(C(=O)NCc2cccnc2)cc1
→ /	12	-2	-13	8	10	14	75	20	0	14
34: COc1ccc(C(=O)n2nc(-c3ccc(OC)cc3)nc2N)cc1
→ -2	-16	-11	-19	8	-10	-2	-9	-11	-1	16
35: C=C(C)CN(CC)C(=O)CSc1ccc(S(=O)(=O)N2CCN(Cc3ccccc3)CC2)cn1
→ -6	-1	-16	6	12	11	-3	35	12	1	-18
36: Cc1nn(-c2cc(C(F)(F)F)ccc2Cl)c2nc(C(F)(F)F)[nH]c(=O)c12
→ -3	6	2	2	3	8	-4	2	-1	4	-1
37: CC(NC(=O)c1ccco1)C(=O)OCC(=O)c1ccc(Cl)s1 (stereo not drawn)
→ -4	-12	0	0	4	3	-6	8	0	1	2
38: Cc1ccccc1CSCc1nc(N)nc(Nc2ccccc2C)n1
→ -4	-47	2	-7	-173	-202	3	-44	-88	1	10
39: CCOc1cc(/C=C2/C(=N)N3C(=NC2=O)SN=C3S(C)(=O)=O)ccc1OS(=O)(=O)c1ccccc1
→ /	-6	5	8	4	-3	-5	-24	-17	1	-7
40: CC(C)(C)c1ccc(C(=O)NCc2cccnc2)cc1
→ -5	-18	-3	1	-29	-64	-5	-14	-26	2	-12

# Further compounds.
cpd	smiles	CaV13 FRET inh	TRPM1 prom inh	PDI turbidity	KKLEB cytotox	Peg3 prom inh	HIF-2a block	Vif inh	Shn3 inh set2	NR2E3 ag-1	NR2E3 ag-2	CF NFkB inh
41	COc1cccc(/C=C/C(=O)c2c(O)cc(C)oc2=O)c1O	-4	5	4	1	-19	-75	4	-47	-45	1	12
42	CCCc1nnc(NC(=O)CCC(=O)N2CCN(Cc3ccccc3)CC2)s1	-2	-4	-3	9	-6	10	4	-10	14	0	7
43	COc1ccc(OCC(=O)Nc2ccc(N3CCN(C(=O)c4ccccc4)CC3)c(Cl)c2)cc1	/	43	0	-17	21	23	/	73	36	1	-11
44	O=C(CCCCCn1c(=S)[nH]c2ccc(N3CCOCC3)cc2c1=O)NCc1ccccc1	-3	5	21	3	15	6	5	-1	5	2	-21
45	Cc1sc2nc(SCc3nc4ccccc4[nH]3)n(Cc3ccco3)c(=O)c2c1C	-3	10	6	-4	-5	-33	-4	-34	-21	-1	-12
46	CCOC(CN=c1nc(N(C)C)ss1)OCC	-8	1	-3	3	-1	-15	2	-1	89*	/	21
47	Cc1cccc(C(=O)OCC(=O)NC2CCCCCCC2)c1	-6	-6	-6	3	-16	-6	-3	-8	6	1	11
48	Cc1ccc(NC(=O)c2ccc(-n3cccn3)nc2)cc1	6	-26	-2	-4	-30	-35	3	-6	-36	-2	2
49	CCOc1ccccc1NC(=O)CSc1nnc(CNC(=O)c2cc(OC)c(OC)c(OC)c2)o1	-2	6	6	7	18	6	-5	9	12	-2	-31
50	Cc1cccc(C2=NN(c3ccccc3)[C@H](CO)[C@H]2c2ccccc2)c1	/	-6	1	9	22	0	9	-29	-42	/	11

# Some of the entries so far, field by field.
(42) CCCc1nnc(NC(=O)CCC(=O)N2CCN(Cc3ccccc3)CC2)s1
  CaV13 FRET inh = -2	TRPM1 prom inh = -4	PDI turbidity = -3	KKLEB cytotox = 9	Peg3 prom inh = -6	HIF-2a block = 10	Vif inh = 4	Shn3 inh set2 = -10	NR2E3 ag-1 = 14	NR2E3 ag-2 = 0	CF NFkB inh = 7
(43) COc1ccc(OCC(=O)Nc2ccc(N3CCN(C(=O)c4ccccc4)CC3)c(Cl)c2)cc1
  CaV13 FRET inh = /	TRPM1 prom inh = 43	PDI turbidity = 0	KKLEB cytotox = -17	Peg3 prom inh = 21	HIF-2a block = 23	Vif inh = /	Shn3 inh set2 = 73	NR2E3 ag-1 = 36	NR2E3 ag-2 = 1	CF NFkB inh = -11
(44) O=C(CCCCCn1c(=S)[nH]c2ccc(N3CCOCC3)cc2c1=O)NCc1ccccc1
  CaV13 FRET inh = -3	TRPM1 prom inh = 5	PDI turbidity = 21	KKLEB cytotox = 3	Peg3 prom inh = 15	HIF-2a block = 6	Vif inh = 5	Shn3 inh set2 = -1	NR2E3 ag-1 = 5	NR2E3 ag-2 = 2	CF NFkB inh = -21

# Assay outcomes from PubChem.

# Compounds were not picked by outcome. About 3.3% of those tested had a hit in this group.
